Source: PubChem
ERp5 block – blocks human ERp5 reductase activity on insulin; Q15084; ERp5 insulin aggregation, absorbance 650 nm, 90 min; inhibition, % at 9.99 µM; actives 0.05% (n = 350,000); AID 651711;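 active = mean replicate inhibition above about 25%, with every replicate also reaching it, limit read from the data, passing the limit was not always enough; inconclusive = only one of those two criteria met; inactive = neither criterion met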
Target sequence (Q15084 whole entry, looked up): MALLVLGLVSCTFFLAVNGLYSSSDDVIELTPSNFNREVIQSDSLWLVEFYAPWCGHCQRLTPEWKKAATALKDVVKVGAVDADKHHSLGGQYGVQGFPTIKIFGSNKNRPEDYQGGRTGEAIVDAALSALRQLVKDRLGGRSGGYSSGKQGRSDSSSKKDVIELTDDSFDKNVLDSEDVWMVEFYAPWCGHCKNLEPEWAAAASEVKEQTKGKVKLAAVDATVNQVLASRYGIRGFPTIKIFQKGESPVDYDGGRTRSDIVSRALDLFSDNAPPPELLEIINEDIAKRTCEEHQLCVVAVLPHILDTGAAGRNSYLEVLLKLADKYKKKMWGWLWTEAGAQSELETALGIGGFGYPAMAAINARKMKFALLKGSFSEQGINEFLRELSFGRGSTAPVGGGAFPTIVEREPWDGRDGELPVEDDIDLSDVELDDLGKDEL
miR-122 sensor – inhibitors of miR-122 in Huh7 cells. Huh7 miR-122 Renilla luciferase sensor, 48 h; neutral wells = 0, positive control = 100. activation (reporter increase), % at 12.5 µM. actives 0.3% (n = 340,000);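 active = mean replicate activation score at least 90 and every replicate individually at or above 90; inconclusive = only one of the two criteria met; inactive = neither criterion met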;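 also: higher luciferase means less miR-122 activity so hits act as miR-122 inhibitors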
F508del corr – correctors of CFTR F508del function in bronchial epithelial cells; CFBE cells, YFP halide quenching; stimulated with forskolin plus potentiator P3; % fluorescence drop versus neutral controls; activity (quench increase), % at 7.58 µM; actives 0.36% (n = 350,000);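 active = mean added fluorescence quench of at least 8% versus neutral control, with both replicates also reaching 8%; inconclusive = only one of the mean or replicate conditions met; inactive = mean below 8% and not both replicates reaching 8%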;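 also: cells transiently co-express mutant CFTR-F508del with the halide-sensitive YFP; corrector assay measuring rescue of mutant channel to the surface after 24 h compound exposure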
DENV2 CPE – protects cells from dengue virus 2 cytopathic effect | DENV2-infected cells, cytopathic effect rescue, plate reader | CPE inhibition, % at 9.99 µM | actives 1.7% (n = 350,000) | AID 651640; in the data active = CPE inhibition above about 20%, passing the limit was not always enough; inconclusive = no clear call, values can overlap the other calls; tested in BHK-21 cells;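 also: 0% = median of neutral control wells and 100% = median of positive control wells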
CASP6 VEID inh – inhibitors of human caspase-6. actives 0.53% (n = 350,000). inhibition, % at 12.5 µM. AID 686996. purified caspase-6, Z-VEID-R110 cleavage fluorescence;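 active = mean inhibition across replicates at least about 35%, with every replicate also reaching that limit, limit read from the data; inconclusive = only one of the two criteria met; inactive = neither criterion met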;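 also: 0% = median of neutral control wells and 100% = no fluorescence left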
Target sequence (P55212 24-179 limits assumed): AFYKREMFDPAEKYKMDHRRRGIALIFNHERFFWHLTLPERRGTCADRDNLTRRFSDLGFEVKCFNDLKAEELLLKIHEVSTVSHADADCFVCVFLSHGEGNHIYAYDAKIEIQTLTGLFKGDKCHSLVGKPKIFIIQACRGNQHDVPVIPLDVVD
Target sequence (P55212 194-293 limits assumed): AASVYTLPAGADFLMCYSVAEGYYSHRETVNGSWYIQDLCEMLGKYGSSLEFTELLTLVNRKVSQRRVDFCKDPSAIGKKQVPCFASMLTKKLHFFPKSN
ERAP1 HTS inh – inhibitors of human ERAP1 aminopeptidase; recombinant ERAP1, Leu-AMC fluorescence, 60 min; Q9NZ08; actives 0.15% (n = 340,000); inhibition, % at 10.7 µM;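 active = mean replicate inhibition of at least 30%, or all replicates individually reaching that 30% level; inactive = mean below 30% and not every replicate reaching it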;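 also: 0% = neutral control wells and 100% = L-leucinethiol positive control wells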
SIRT5 inh – sirtuin-5 (human) deacylase inhibition; Q9NXA8; Purified SirT5, succinyl-peptide AMC, trypsin-coupled fluorescence; inhibition, % at 15 µM; actives 1.1% (n = 330,000); AID 652115; in the data active = inhibition above about 15%; inconclusive = no clear call, values can overlap the other calls
Target sequence (Q9NXA8 whole entry, looked up): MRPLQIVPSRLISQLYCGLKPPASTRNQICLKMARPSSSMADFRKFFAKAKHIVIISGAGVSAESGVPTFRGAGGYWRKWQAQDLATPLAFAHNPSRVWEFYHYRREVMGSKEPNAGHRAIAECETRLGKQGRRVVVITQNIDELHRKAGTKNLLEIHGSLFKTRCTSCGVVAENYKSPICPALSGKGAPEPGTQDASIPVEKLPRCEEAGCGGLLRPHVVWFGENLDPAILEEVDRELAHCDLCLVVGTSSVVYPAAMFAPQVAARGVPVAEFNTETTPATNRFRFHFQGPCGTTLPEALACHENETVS
Numbers without * were called inactive; ? = inconclusive; nt = not tested or not shown; & = joins results of further samples; [ ] = another dose, or the depositor's remark.

SMILES	ERp5 block	miR-122 sensor	F508del corr	DENV2 CPE	CASP6 VEID inh	ERAP1 HTS inh	SIRT5 inh
COc1ccc(OC)c(N(CC(=O)N2CCN(Cc3ccccc3)CC2)S(C)(=O)=O)c1	3	-8	5.0	0	1	-1	1
CC1CCCN(C(=O)CSc2nnc(-c3ccco3)n2C)C1 (stereo not given)	0	-8	-2.9	3	0	-2	-4
NS(=O)(=O)c1ccc(-n2nc(C(=O)O)cc2-c2ccc(Cl)cc2)cc1	6	-3	-0.4	4	0	-1	0
NS(=O)(=O)c1cccc(NC(=O)Cn2nc(C(=O)O)c3ccccc3c2=O)c1	-4	-3	-0.4	4	3	0	-1
CC(C)(C)S(=O)(=O)/C(C#N)=N/Nc1ccc(S(C)(=O)=O)cc1	2	-8	2.1	nt	1	15	1
O=C(C(c1ccccc1)C(O)c1ccccc1)N1CCOCC1 (stereo not given)	3	nt	-3.1	6	0	-1	0
CC(C)NC(=O)N1CCCCN2[C@H](CO)[C@@H](c3ccc(C#Cc4ccccc4)cc3)[C@@H]2C1	-6	-10[16.7 µM]	5.0	nt	nt	nt	nt
O=C(Nc1ccc(-c2ccccc2)cc1)[C@@H]1[C@@H](CO)[C@@H]2Cn3c(cccc3=O)[C@@H]2N1CC1CCCC1	-2	nt	1.9	15	-3	1	15*
COCC(=O)N1CC(=O)N2[C@@H](CO)[C@@H](c3ccc(-c4ccccc4C)cc3)[C@@H]2C1	16	nt	0.1	10	nt	nt	nt
O=C(NCC1CCCO1)c1ccc([N+](=O)[O-])o1 (stereo not given)	-10	-5	-6.3	0	-1	-8	0
C[C@H](CO)N1C[C@H](C)[C@@H](CN(C)C(=O)CCCN(C)C)OCCCC[C@H](C)Oc2ccc(NC(=O)Nc3ccc(C(F)(F)F)cc3)cc2C1=O	nt	-4[16.7 µM]	2.5	2	nt	nt	nt
C[C@H]1CN([C@@H](C)CO)C(=O)Cc2cc(NC(=O)CCCN(C)C)ccc2O[C@@H]1CN(C)Cc1ccc(Oc2ccccc2)cc1	2	-12[16.7 µM]	3.2	16	1	-1	-8
O=C(NCc1ccccc1)c1ccc(S(=O)(=O)NCc2ccco2)cc1	4	nt	-2.7	-5	nt	0	-2
O=C(Nc1nc(-c2ccccc2)cs1)c1ccc2c(c1)S(=O)(=O)c1ccccc1C2=O	-3	nt	-0.9	-4	2	-2	5
O=C(O)c1cccc(NC(=O)c2cc(NC(=O)c3ccccc3)cc(NC(=O)c3ccccc3)c2)c1	1	-4	1.1	-1	2	-17	0
C[C@@H]1CCCCO[C@@H](CN(C)S(=O)(=O)c2ccc(F)cc2)[C@H](C)CN([C@@H](C)CO)C(=O)c2cc(NC(=O)Nc3ccc(F)cc3)ccc2O1	nt	-3[16.7 µM]	-2.6	-5	nt	nt	nt
COc1ccccc1CC(=O)Nc1cc(S(=O)(=O)N2CCOCC2)ccc1N1CCOCC1	-1	3	-0.3	-6	-9	-2	-1
C[C@@H]1CCCCO[C@H](CN(C)C(=O)C2CCCCC2)[C@@H](C)CN([C@H](C)CO)C(=O)c2cc(NC(=O)Nc3cccc4ccccc34)ccc2O1	2	38[16.7 µM]	-0.4	-3	-2	-3	1
C[C@@H]1CN([C@@H](C)CO)C(=O)c2cc(NC(=O)C3CCCCC3)ccc2O[C@@H]1CN(C)S(=O)(=O)c1ccc(F)cc1	2	11[16.7 µM]	-2.7	-2	2	-1	4
COc1cccc(/C=N/NC(=O)C(=O)N2CCCC2)c1	-2	-2	-0.1	3	-4	-5	-4
CCN(CC)C(=O)C1CCN(S(=O)(=O)c2ccc3c(c2)CCCN3C(=O)C2CCC2)CC1	-1	-1	-0.3	-8	-1	0	0
O=C(Nc1ccc2c(c1)[C@H]1C[C@@H](CC(=O)N3CCOCC3)O[C@H](CO)[C@H]1O2)C1CCOCC1	-2	3[16.7 µM]	-2.4	-2	-4	3	-1
COc1ccc(S(=O)(=O)Nc2ccc(NC(C)=O)cc2)cc1Cl	2	nt	-2.5	0	-2	-3	0
CC(C(=O)Nc1ccc(F)c(F)c1F)N1CCCCCC1 (stereo not given)	3	-1	nt	nt	-1	4	0
N#Cc1ccccc1OCC(=O)OCC(=O)N1CCN(C(=O)c2ccco2)CC1	-7	nt	0.2	-3	-1	nt	9

Of the compounds above, these contain an aryl methoxy group.
SMILES	ERp5 block	miR-122 sensor	F508del corr	DENV2 CPE	CASP6 VEID inh	ERAP1 HTS inh	SIRT5 inh
COc1ccc(OC)c(N(CC(=O)N2CCN(Cc3ccccc3)CC2)S(C)(=O)=O)c1	3	-8	5.0	0	1	-1	1
COc1ccccc1CC(=O)Nc1cc(S(=O)(=O)N2CCOCC2)ccc1N1CCOCC1	-1	3	-0.3	-6	-9	-2	-1
COc1cccc(/C=N/NC(=O)C(=O)N2CCCC2)c1	-2	-2	-0.1	3	-4	-5	-4
COc1ccc(S(=O)(=O)Nc2ccc(NC(C)=O)cc2)cc1Cl	2	nt	-2.5	0	-2	-3	0

Next structures follow.
SMILES	ERp5 block	miR-122 sensor	F508del corr	DENV2 CPE	CASP6 VEID inh	ERAP1 HTS inh	SIRT5 inh
CCNC(=O)C1(C)CCCN(Cc2ccc(-n3ccnc3)cc2)C1 (stereo not given)	5	-1	-0.8	-8	-3	-3	-2
O=C(C[C@@H]1CC[C@H](NC(=O)c2cccc(F)c2)[C@@H](CO)O1)NCCN1CCCC1	0	12[16.7 µM]	-1.1	2	-14	-2	-1
CCOC(=O)C1CCCN(C(=O)c2ccc3[nH]c4c(c3c2)CC(C)CC4)C1 (stereo not given)	-2	2	-3.0	-5	3	3	-2
COc1ccc(NC(=O)CN(c2ccc(OC)cc2)S(=O)(=O)c2c(C)nn(C)c2C)cc1	1	-3	3.5	1	-2	-2	3
C[C@H](CO)N1C[C@H](C)[C@H](CN(C)CC2CC2)OCc2cnnn2CCCC1=O	-2	12[16.7 µM]	-1.2	18	0	1	1
CCNC(=O)[C@H]1[C@H](CO)[C@H]2Cn3c(ccc(-c4ccncc4)c3=O)[C@H]2N1Cc1ccc2c(c1)OCO2	nt	10[16.7 µM]	0.0	-2	nt	nt	7
COCC(=O)Nc1ccc2c(c1)[C@H]1C[C@H](CC(=O)N3CCc4ccccc4C3)O[C@@H](CO)[C@H]1O2	-3	2[16.7 µM]	3.1	9	0	-1	-2
C[Si](C)(C)n1ccnc1	2	5	-3.3	-5	1	0	0
O=C(C1=C[C@@H](C2CC2)C[C@@H](OCc2ccc(CO)cc2)O1)N1CCN(Cc2ccccc2)CC1	0	0	-3.2&-0.5	1	1	1	6
Cc1cc(C(=O)NC2CCCN(Cc3ccccc3F)C2)no1 (stereo not given)	3	-3	-0.2	16	-1	1	-3
COc1ccccc1S(=O)(=O)N[C@H]1CC[C@H](CC(=O)N2CCCCC2)O[C@@H]1CO	-1	nt	-5.8	3	1	5	1
CC(=O)NC(Cc1ccc(F)cc1)C(=O)NC1CCN(C(=O)Nc2ccc(F)cc2)CC1 (stereo not given)	4	-4	-0.5	2	-3	2	-2
CCN(CC)S(=O)(=O)c1ccc(NC(=O)COc2cccc(-n3cnnn3)c2)cc1	-3	nt	0.8	2	-1	-2	-5
CCC(C)NC(=O)CCc1nc2ccccc2n1-c1ccccc1 (stereo not given)	-2	-2	nt	-4	-3	-14	-5
Cc1noc(C)c1S(=O)(=O)Nc1ccc2c(c1)C(=O)N([C@H](C)CO)C[C@@H](C)[C@H](CN(C)Cc1ccc3c(c1)OCO3)OCCCC[C@@H](C)O2	6	0[16.7 µM]	-0.3	-3	-2	2	-4
O=[N+]([O-])c1cccc(-c2ccn[nH]2)c1	1	nt	-0.4	8	-3	-2	-13
CN(C(=O)CN1C(=O)NC2(CCc3ccccc32)C1=O)C1CCS(=O)(=O)C1 (stereo not given)	17	0	-1.2	8	-32	-3	-5
Oc1c(Br)cc(Br)c2cccnc12	-8	-2	-22	-6	11	-5	-6
C(=NN=C1c2ccccc2-c2ccccc21)c1ccc2c(c1)OCO2	-2	nt	-2.9	-1	-1	0	-2
CC1CCC(NC(=O)C(C)N2C(=O)C3CCCCC3C2=O)CC1 (stereo not given)	2	0	-2.2	4	-1	5	-2
CCS(=O)(=O)Nc1cccc(-c2ccc3nnc(C)n3n2)c1	0	nt	1.0	-1	2	3	-3
COc1cccc(NC(=O)c2ccc(S(=O)(=O)N3CCCC3)cc2)c1	-6	-5	-3.0	6	-3	1	-3
Cc1ccc(/C=C(\NC(=O)c2ccccc2)C(=O)OCc2ccccc2)cc1	-4	nt	nt	-5	1	1	-1
CC(Oc1ccc2c(-c3ccccc3)cc(=O)oc2c1)C(=O)NCCCN1CCOCC1 (stereo not given)	2	5	1.9	4	1	-1	2
CCn1cc(CCC(=O)Nc2ccc(Oc3cccnc3)cc2)c2ccccc21	-5	nt	0.8	2	18	-3	nt

Additional records follow.
SMILES	ERp5 block	miR-122 sensor	F508del corr	DENV2 CPE	CASP6 VEID inh	ERAP1 HTS inh	SIRT5 inh
CCN(CC)C(=O)C1=C(C)N(Cc2ccccc2)C(=O)C(CC(=O)NCc2cccc3ccccc23)C1 (stereo not given)	6	-4	-4.7	?	0	0	-3
NC(=O)c1ccc(NC(=S)NCc2ccco2)cc1	-6	nt	-0.5	-1	4	-5	-4
O=C(COc1ccc(Br)cc1Cl)N1CCN(c2ncccn2)CC1	-3	0	2.7	-5	1	0	2
CC(=O)Oc1c(C)c(C)c2c(c1C)CCC(C)(CCCC(C)CCCC(C)CCCC(C)C)O2 (stereo not given)	2	7	-0.1	-5	-1	0	4
O=C(O)C[C@@H]1C[C@@H]2c3cc(NC(=O)Nc4ccc(F)cc4)ccc3O[C@@H]2[C@H](CO)O1	-10	1[16.7 µM]	-3.8	2	0	1	-4
C[C@H]1CN([C@@H](C)CO)C(=O)Cc2cc(NS(=O)(=O)c3cn(C)cn3)ccc2O[C@@H]1CN(C)Cc1ccncc1	2	0[16.7 µM]	-3.4	-4	1	-10	nt
COC(=O)c1ccccc1NC(=O)NC1CCCCC1	4	nt	0.3	-2	3	1	-3
Cc1noc(C)c1S(=O)(=O)N(C)C[C@H]1Oc2ccc(NS(=O)(=O)c3cccs3)cc2CC(=O)N([C@@H](C)CO)C[C@@H]1C	3	-2[16.7 µM]	-0.2	-15	nt	1	4
O=C1OCC/C1=C\c1ccc2c(c1)OCO2	7	nt	2.1	-3	-6	1	1
CN(C)C(=O)C[C@@H]1CC[C@@H](NS(=O)(=O)c2ccccc2)[C@H](CO)O1	4	nt	-2.1	0	-4	-1	2
Cc1nnc(NC(=O)CSc2nc3c(c(=O)n2C)SC(C)C3)s1 (stereo not given)	-13	nt	2.9	-2	2	1	-2
CN(C)C(CNC(=O)c1cc(Br)ccc1Cl)c1ccco1 (stereo not given)	1	2	-1.0	-1	-4	1	2
COc1ccc(C2(C)NC(=O)N(CC3CCCCC3)C2=O)cc1 (stereo not given)	-2	1	-0.4	0	0	-4	0
O=C1OC(/C(=C\Nc2ccccc2)[N+](=O)[O-])c2ccccc21 (stereo not given)	-1	-16	-1.1	-4	7	1	-3
C[C@@H]1CCCCO[C@H](CN(C)Cc2ccccc2)[C@@H](C)CN([C@@H](C)CO)C(=O)c2cc(NS(C)(=O)=O)ccc2O1	-2	0[16.7 µM]	0.5	8	0	-1	-1
CC1CCCN(CCCNC(=O)c2cc3c(s2)-c2ccccc2OC3)C1 (stereo not given)	-6	-5	2.4	?	-6	29	-64
COc1cc(C(=O)COC(=O)c2cnc(C)cn2)ccc1OC(F)F	0	nt	0.5	-17	15	-1	-12
COC(=O)c1ccc(N2C(=O)C3C4C=CC(CC4)C3C2=O)cc1 (stereo not given)	?	0	-1.7	-3	-4	-2	-2
Cc1ccc(NC(=O)C2CCCN(c3ncccn3)C2)c(C)c1 (stereo not given)	3	-2	-2.0	8	6	3	nt
CC(=O)Nc1cccc(-c2ccnc3c2CC(C(=O)NCc2ccco2)O3)c1 (stereo not given)	11	4	6.1	6	6	3	-4
CN(C)S(=O)(=O)c1ccc(Cl)c(C(=O)NNC(=O)Cn2ccc(C(F)(F)F)n2)c1	-2	-5	6.3	-5	1	2	1
